Screening data as filed in PubChem.
PI4K2A block = inhibitors of human PI4K2A. Q9BTU6. purified PI4K2A, ADP-Glo luminescence, 1 h; stronger effect = lower value. activity change, negative = inhibition, % at 76.9 µM. 420,000 compounds, 0.13% hits. AID 1346378; in the data active means activity change below about -50%; inconclusive means mostly about -30% to -49%;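 further: -100% = wells without enzyme as full effect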
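PI4K2A activity was measured by ADP-Glo luminescence: enzyme (4 ug/mL stock) and phosphatidylinositol (1.2 mM stock) in Tris pH 7.5/MgCl2/EGTA/Triton X-100 buffer were reacted with ATP (300 microM stock) for one hour at ambient temperature.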
HP1b binding inh = blocks HP1-beta chromodomain binding to methylated histone tails; P83916; AlphaScreen HP1-beta / biotin-H3K9me3 peptide binding; Potency, µM (titrated, usually from 114 µM), for inactives: top-dose activity change, negative = inhibition, actives largely listed as inhibitors; 390,000 compounds, 0.56% hits; AID 540317; further: potency means the concentration at half of the fitted maximal effect; nearly all actives have a fitted effect of over 70% in size; inactives centre near 23
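HP1-beta protein (50 nM final) preincubated 30 min at room temperature with biotinylated H3(1-18)K9me3 peptide (50 nM) in PBS pH 7.4, 0.01% Tween-20, then compound added for 30 min. AlphaScreen streptavidin donor/nickel chelate acceptor beads (10 ug/mL final), 30 min dark, luminescence read.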
POLH inh = DNA polymerase eta (human) inhibition; Q9Y253; recombinant Pol eta, fluorescent DNA replication assay; Potency, µM (series often up to 114 µM), without a hit: at the top dose activity change, negative = inhibition, hits mostly inhibitors; 390,000 compounds, 1.2% hits; AID 588591; further: potency means the concentration at half of the fitted maximal effect; on the % scale 0 is the no-effect control and ±100 the full control effect
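Fluorescent replication assay: 50 nM final substrate added after a 15 min room-temperature compound preincubation with 10 nM enzyme. Signal taken at 0 min and again at 10 min.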
PGK inhibitor = T. brucei PGK inhibition. AID 602233. Potency, µM (doses to about 57.5 µM), for inactives: top-dose activity change, negative = inhibition, usual class: inhibitors. 380,000 compounds, 0.043% hits. PGK/GAPDH coupled, Kinase-Glo luminescence, 60 min; further: potency means the concentration at half of the fitted maximal effect; on the % scale 0 is the no-effect control and ±100 the full control effect; nearly all actives have a fitted effect of over 60% in size
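Recombinant glycosomal PGK reaction used 1,3-bisphosphoglycerate generated in-well by GAPDH (100nM final) in 100mM TEA pH 7.6, 5mM MgCl2, 0.01% Tween-20. After 60 minutes at room temperature, ATP was read by Kinase-Glo Plus luminescence end-point.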
Pin1 inhibitor = blocks the human prolyl isomerase Pin1. AID 504891. 390,000 compounds, 0.009% hits. Potency, µM (top dose mostly 115 µM), without a hit: at the top dose activity, negative = inhibition, most hits filed as inhibitors. Pin1 FP peptide displacement, HiFluor488, 10 min. Q13526; active means well fitted inhibition curve with a large enough effect in the polarisation, with a control signal flat, not every such curve was filed as active; inconclusive means small, poorly fitted or top-dose-only effect, or effect the other way, or a change in a side signal; inactive means no such curve, though single readings can be large or run the other way; the % refers to the polarisation; further: potency means the concentration at half of the fitted maximal effect; on the % scale 0 is the no-effect control and ±100 the full control effect
G9a inh = inhibitors of human histone lysine methyltransferase G9a | AID 504332 | G9a H3K9 monomethylation, AlphaScreen, 2 h | Potency, µM (series often up to 102 µM), for inactives: at the highest dose activity, negative = inhibition, actives largely listed as inhibitors | Q96KQ7 | 350,000 compounds, 8.8% hits; further: potency means the concentration at half of the fitted maximal effect; on the % scale 0 is the no-effect control and ±100 the full control effect; nearly all actives have a fitted effect of over 75% in size
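AlphaScreen read-out: biotin-H3K9 peptide (500 nM) methylation by 20 nM enzyme with 20 uM SAM, 2 h at room temperature after 15 min compound preincubation; anti-monomethyl H3K9 antibody plus donor/acceptor beads, 10 min dark.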
JMJD2A Tudor inh = blocks the human JMJD2A Tudor domain; AID 504339; 390,000 compounds, 4.4% hits; O75164; AlphaScreen JMJD2A-Tudor / H3K4me3 peptide binding; Potency, µM (titrated, usually from 114 µM), without a hit: at the top dose activity change, negative = inhibition, hits mostly inhibitors; further: potency means the concentration at half of the fitted maximal effect; on the % scale 0 is the no-effect control and ±100 the full control effect; nearly all actives have a fitted effect of over 50% in size
BAZ2B block = inhibitors of human BAZ2B bromodomain; 360,000 compounds, 4.4% hits; Potency, µM (titrated, usually from 114 µM), for the others: top-dose activity change, negative = inhibition, hits mostly inhibitors; Q9UIF8; AID 504333; AlphaScreen BAZ2B-H3K14Ac peptide displacement; further: potency means the concentration at half of the fitted maximal effect; on the % scale 0 is the no-effect control and ±100 the full control effect; nearly all actives have a fitted effect of over 60% in size
Target sequence (Q9UIF8 whole entry, looked up): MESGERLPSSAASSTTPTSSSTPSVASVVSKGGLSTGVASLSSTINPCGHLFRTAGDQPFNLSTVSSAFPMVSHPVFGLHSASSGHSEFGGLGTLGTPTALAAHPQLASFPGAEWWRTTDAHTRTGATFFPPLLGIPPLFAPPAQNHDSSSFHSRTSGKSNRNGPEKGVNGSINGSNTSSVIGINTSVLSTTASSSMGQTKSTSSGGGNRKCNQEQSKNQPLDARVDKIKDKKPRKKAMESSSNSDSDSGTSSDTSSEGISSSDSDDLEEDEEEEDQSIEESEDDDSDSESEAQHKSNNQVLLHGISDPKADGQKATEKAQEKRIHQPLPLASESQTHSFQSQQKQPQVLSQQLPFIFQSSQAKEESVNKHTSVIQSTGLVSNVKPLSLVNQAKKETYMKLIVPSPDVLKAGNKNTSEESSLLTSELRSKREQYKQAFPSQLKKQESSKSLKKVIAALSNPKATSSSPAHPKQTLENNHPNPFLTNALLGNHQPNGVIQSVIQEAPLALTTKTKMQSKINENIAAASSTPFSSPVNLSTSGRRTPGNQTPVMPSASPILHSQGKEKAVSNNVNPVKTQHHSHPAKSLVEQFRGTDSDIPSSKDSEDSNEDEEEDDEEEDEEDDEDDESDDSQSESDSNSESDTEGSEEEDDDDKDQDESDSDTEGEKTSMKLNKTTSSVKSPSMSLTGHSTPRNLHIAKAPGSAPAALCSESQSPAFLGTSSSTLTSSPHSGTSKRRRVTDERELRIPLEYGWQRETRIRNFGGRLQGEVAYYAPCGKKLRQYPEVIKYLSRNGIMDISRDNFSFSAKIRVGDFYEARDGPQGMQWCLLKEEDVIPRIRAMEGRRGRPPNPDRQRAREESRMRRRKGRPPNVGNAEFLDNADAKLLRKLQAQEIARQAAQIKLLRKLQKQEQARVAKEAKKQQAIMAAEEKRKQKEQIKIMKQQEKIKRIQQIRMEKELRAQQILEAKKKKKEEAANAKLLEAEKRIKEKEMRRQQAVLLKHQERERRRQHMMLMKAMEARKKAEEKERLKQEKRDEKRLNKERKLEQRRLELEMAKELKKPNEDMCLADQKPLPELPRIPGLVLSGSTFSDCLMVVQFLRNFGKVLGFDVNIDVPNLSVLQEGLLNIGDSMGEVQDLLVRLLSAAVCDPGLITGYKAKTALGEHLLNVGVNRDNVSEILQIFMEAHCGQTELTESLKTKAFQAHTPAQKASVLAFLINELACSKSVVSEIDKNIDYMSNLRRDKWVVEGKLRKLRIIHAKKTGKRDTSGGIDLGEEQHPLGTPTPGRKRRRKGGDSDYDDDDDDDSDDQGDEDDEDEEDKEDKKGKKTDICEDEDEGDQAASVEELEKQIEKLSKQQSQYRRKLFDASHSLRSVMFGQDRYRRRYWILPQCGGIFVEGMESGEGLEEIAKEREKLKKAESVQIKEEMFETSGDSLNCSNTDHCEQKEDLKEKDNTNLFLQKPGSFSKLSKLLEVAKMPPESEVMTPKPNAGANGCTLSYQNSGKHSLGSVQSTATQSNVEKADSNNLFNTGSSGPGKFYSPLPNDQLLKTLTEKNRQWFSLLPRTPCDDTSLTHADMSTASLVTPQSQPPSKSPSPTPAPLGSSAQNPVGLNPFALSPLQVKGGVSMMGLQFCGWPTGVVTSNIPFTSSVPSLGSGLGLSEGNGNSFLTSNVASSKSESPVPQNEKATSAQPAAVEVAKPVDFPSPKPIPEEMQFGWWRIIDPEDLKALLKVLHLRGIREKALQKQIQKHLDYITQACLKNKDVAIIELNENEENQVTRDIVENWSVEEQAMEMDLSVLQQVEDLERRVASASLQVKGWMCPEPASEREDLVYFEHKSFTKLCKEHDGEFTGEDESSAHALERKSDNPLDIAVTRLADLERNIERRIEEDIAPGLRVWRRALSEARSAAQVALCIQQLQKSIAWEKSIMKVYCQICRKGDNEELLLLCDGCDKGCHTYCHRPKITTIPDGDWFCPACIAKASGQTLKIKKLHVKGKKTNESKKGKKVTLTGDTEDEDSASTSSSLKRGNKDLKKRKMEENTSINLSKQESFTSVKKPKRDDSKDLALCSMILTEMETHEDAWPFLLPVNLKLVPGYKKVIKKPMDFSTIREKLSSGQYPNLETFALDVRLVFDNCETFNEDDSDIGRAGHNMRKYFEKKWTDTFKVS
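Multi-concentration screen (max 110 uM) measuring displacement of acetylated histone H3 peptide from BAZ2B by AlphaScreen, using 50 nM protein, 50 nM peptide and 10 ug/mL streptavidin donor plus Ni-chelate acceptor beads.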
GLS inhibitor = glutaminase GLS (human) inhibition. O94925. GLS enzymatic activity, qHTS titration. Potency, µM (doses to about 45.5 µM), without a hit: top-dose activity change, negative = inhibition, usual class: inhibitors. 410,000 compounds, 0.21% hits. AID 624170; further: potency means the concentration at half of the fitted maximal effect; on the % scale 0 is the no-effect control and ±100 the full control effect
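Glutamate formation by hKGA was monitored fluorometrically using coupled glutamate oxidase, HRP and Amplex Red. Substrate was added as 1 mM L-glutamine solution; incubation was 30 min at RT after an initial read.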
Numbers without * were called inactive; i = inactive; ? = inconclusive; nt = not tested or not shown; & = joins results of further samples; [ ] = dose if it differs, or a comment. Unless noted, the call rests on the fitted dose curve; in most records, active means well fitted curve in the direction sought with a large enough effect; inconclusive means small, poorly fitted or top-dose-only effect, or another doubt; inactive means no such curve, though single readings can be large; an effect the other way counts as inactive or inconclusive.

HP1b binding inh	GLS inhibitor	BAZ2B block	PGK inhibitor	POLH inh	JMJD2A Tudor inh	PI4K2A block	Pin1 inhibitor	G9a inh	Compound
37%	0%	-4%	3%	-6%	-7%	-2	3%	17%	CCOC(=O)c1ccc(NC(=O)CSc2nc(C)nc3c2c(=O)n(C)c(=O)n3C)cc1
18%	-6%	-4%	i	-8%	-21%	1	1%	17%[59 µM]	COc1ccc(NS(=O)(=O)c2ccc(OC)c(NC(=O)CCC3CCCCC3)c2)cc1
26%	20%	5%	14%	-2%	-5%	-4	9%	16%[59 µM]	Cc1ccccc1OCC(=O)N1N=C(c2cccnc2)CC1(O)C(F)(F)F (centres undefined)
62%[activator]	-1%	-34%	-1%	-8%	4%	5	-4%	-31%	COC(=O)c1ccc(NC(=S)NCCCN2CCCC2=O)cc1
28%	2%	-1%	-5%	-20%	-9%	3	0%	?	CCc1ccc(C(=O)C(C)OC(=O)CNS(=O)(=O)c2ccc(C)cc2)cc1 (centres undefined)
26%	20%	13%	8%	-7%	-1%	-3	-4%	-46%	COc1ccc(C(C)(C)C)cc1NC(=O)CCCN1C(=O)CN(C)C1=O
23%	-2%	-5%	-2%	-5%	-13%	-8	-3%	21%	O=C1c2ccccc2S(=O)(=O)N1Cc1ccccc1[N+](=O)[O-]
40%	10%	-22%	-5%	-10%	-14%	-8	18%	11%[59 µM]	Cc1ccc(-n2c(SCC(=O)NCc3ccco3)nc3c(sc4ccccc43)c2=O)cc1
55%[activator]	-10%	7%	1%	-7%	-8%	-6	2%	nt	COc1ccc(S(=O)(=O)N2CCN(Cc3ccc(OC)c(OC)c3)CC2)cc1
16%	-4%	-10%	-6%	-11%	3%	3	-1%	-17%	O=[N+]([O-])c1ccc(N2CCN(c3ccccc3F)CC2)nc1
17%	-8%	1%	-8%	-19%	-29%	1	-4%	-12%[59 µM]	CN1CCN(CCCNC(=O)Cn2ncc3c4ccccc4n(C)c3c2=O)CC1
29%	22%	4%	-4%	-13%	0%	4	1%	1%	Cc1ncn(-c2ccc(C(=O)Oc3ccccc3)cn2)n1
21%	2%	-5%	3%	-7%	-4%	1	16%	1%[59 µM]	COc1cc(OC)cc(N2C(=O)N(Cc3ccc(C(C)(C)C)cc3)c3ccccc3S2(=O)=O)c1
45%[activator]	-11%	-4%	-2%	-4%	-15%	2	0%	17%[2.33 µM]	COc1ccc(CCC(=O)Nc2nc3c(s2)CN(C)CC3)cc1OC
35%	3%	11%	1%	-13%	7%	0	-2%	3%	O=C(Nc1ccc(F)c(F)c1)c1ccccc1-c1ccccc1
31%	-9%	-3%	-4%	-23%	-6%	-4	4%	-4%[59 µM]	Cc1coc2c1c(C)cc1oc(=O)c(CC(=O)NCCc3ccc(Cl)cc3)c(C)c12
14%	1%	10%	1%	-3%	-12%	-2	4%	12%[12.7 µM]	COc1cc2c(cc1OC)CN(C(=O)c1cc(S(=O)(=O)N3CCOCC3)ccc1C)CC2
16%	-10%	-15%	-3%	-12%	-33%	-1	?	-13%[59 µM]	COc1ccc(C2c3c(n(C)c4ccccc34)C(=O)N2CC(=O)Nc2cccc(Cl)c2)cc1 (centres undefined)
19%	-1%	-10%	0%	-12%	-28%	0	11%	-13%	CCc1ccccc1Nc1nc(N)nc(COC(=O)CCNS(=O)(=O)c2ccccc2)n1
27%	5%	nt	-6%	-8%	-24%	-1	-8%	nt	c1ccc(C2(CN3CCNC[C@@H]3CC3CCCCC3)CC2)cc1
23%	-14%	-11%	3%	-5%	-4%	1	-6%	-32%[59 µM]	COc1ccc(CCNC(=O)CCn2c(=O)c3cccn3c3cccnc32)c(OC)c1OC
4%	4%	?	-3%	-20%	-4%	-1	-4%	nt	O=C(O)CCc1ccc(-c2cccs2)n1NC(=O)c1cccs1
5%	nt	-9%	-1%	5%	-8%	7	4%	14%	CC(C)(C)OC(=O)N1CCN(c2ccc(CNC(=O)c3ccc(Cl)cc3)cc2)CC1
5%	-8%	-3%	-8%	0%	-4%	2	2%	18%[59 µM]	O=C(c1ccc2c(c1)OCO2)N1CCOCC1
21%	0%	2%	-7%	-26%	-17%	-9	-15%	-4%[59 µM]	CC(=O)Nc1ccc2nc(-c3cccnc3)[nH]c2c1
24%	-2%	-25%	5%	-21%	-27%	-3	?	5%[59 µM]	COc1ccc(/C=C2\CC/C(=C\c3ccc(OC)cc3OC)C2=O)c(OC)c1
2%[57 µM]	-6%	nt	-1%	22µM*	79µM*	0	18%	nt	O=[N+]([O-])c1ccc(C=NNc2ccc(S(=O)(=O)O)cc2)cc1
33%	16%	2%	5%	-19%	1%	1	3%	8%	CCc1ccccc1NCC(=O)Nc1ccccc1C(=O)OC
26%	-1%	-1%	-1%	-5%	-8%	-2	27%	?	CSc1nsc(SCC(=O)Nc2nc3ccc(C)cc3s2)n1
37%	-1%	-3%	-1%	-4%	-5%	-2	1%	10%[2.33 µM]	O=C(NCc1ccccc1Cl)c1ccc(S(=O)(=O)N2CCCC2)cc1
7%	24%	?	-5%	-2%	?	-1	1%	?	CCn1cc(C(=O)O)c(=O)c2cc(F)c(N3CCN(C(=S)NC(=O)c4ccccc4F)CC3)cc21
-1%	3%	-37%	-5%	-11%	-24%	2	?	?	Cc1nc(/N=C(\N)NC(=O)N2c3ccccc3Sc3ccccc32)nc2ccccc12
-9%&-26%	?	?	0%&1%	-1%&-24%	?	?	5%	?	CC(=O)c1ccc(NC(=O)CC2Nc3cccc4cccc(c34)NC2=O)cc1 (centres undefined)
44%[activator]	-1%	12%	5%	-26%	29%	1	?	?	CCCCn1nc(C(=O)NCC2COc3ccccc3O2)c2ccccc2c1=O (centres undefined)
25%	-15%	nt	-1%	3%	-14%	0	8%	nt	COc1ccc(CCNC(=O)CCc2ccccc2)cc1OC
-8%	9%	1%	-4%	-17%	-26%	5	2%	5%[59 µM]	Cc1cc(C(=O)CN2C(=O)NC3(CCCCC3C)C2=O)c(C)n1Cc1cccs1 (centres undefined)
23%	2%	-18%	1%	-9%	-3%	0	-8%	10%	CSc1c(CC(=O)Nc2ccccc2)n(C)c2ccccc12
18%[57 µM]	7%	-19%	-8%	?	-20%	6	-2%	-4%	S=C(NCCc1ccccc1)Nc1cnc2ccccc2c1
10%	-2%	-4%	2%	-10%	-13%	-2	-3%	-3%	COc1ccc(CNc2ccc(-c3ccc(OC)cc3)nn2)cc1
49%[activator]	-4%	-1%	4%	-16%	3%	-1	-1%	-1%[59 µM]	Cc1oc(-c2ccc(C(=O)NCc3cccc(F)c3)cc2)nc1COc1ccccc1
25%	-3%	9%	-3%	-11%	-4%	-3	4%	-13%[12.7 µM]	CNC(=O)c1nc(C)n(-c2cc(Cl)cc(Cl)c2)n1
0%	-3%	4%	-6%	-22%	79µM*	-22	-2%	nt	CCC(=O)N(CCC(c1ccco1)C(C)C)Cc1ccccc1 (centres undefined)
26%	-7%	45µM*	2%	0%	-3%	8	-12%	?	CC(=O)n1c(Cl)c(NC(=O)CCl)c2ccccc21
7%	-10%	-16%	-7%	8%	-20%	3	17%	-22%[59 µM]	CCC(=O)Nc1ccc(CC)cc1-c1nc2ccccc2n(CC(=O)c2ccc(OC)cc2)c1=O
52%[activator]	-2%	-19%	nt	nt	-6%	-1	30%[activator]	3%[59 µM]	O=C(COc1ccccc1F)Nc1ccc(Cl)c(-c2nc3ccccc3[nH]2)c1
-2%	-1%	-7%	6%	-5%	-3%	3	-1%	?	O=C(NC1CCCCC1)C(=S)N1CCOCC1
2%	12%	-22%	-9%	20µM*	-29%	2	-22%	35µM*	O=C(O)c1cn[nH]c1-c1cccc([N+](=O)[O-])c1
26%	15%	5%	-3%	-13%	-15%	-3	22%	20%[59 µM]	C/C=C(\C)c1nnc(NC(=O)c2ccco2)s1
24%	-18%	0%&3%	0%	-7%	-12%[57.1 µM]	0	-3%	27%[59 µM]	c1ccc2[nH]c(-c3ccncc3)nc2c1
39%[activator]	0%	nt	2%	-8%	8%[11.4 µM]	3	3%	-2%	CC(NC(=O)c1ccccc1)c1ccc(Br)cc1 (centres undefined)
24%	2%	2%	-2%	-12%	-21%	-3	4%	-11%	CCOC(=O)N1CCC(Nc2c(NCCN3CCN(c4cccc(Cl)c4)CC3)c(=O)c2=O)CC1
46%[activator]	-10%	-3%	-6%	?	-18%	-2	15%	34%[12.7 µM]	CCCc1ccc(C(C)NC(=O)c2cnccn2)cc1 (centres undefined)
nt	-5%	nt	-2%	-8%	nt	-5	nt	nt	COc1ccc(S(=O)(=O)N(C)C)cc1NC(=O)c1ccc(OCC2CCCO2)cc1 (centres undefined)
36%	3%	-2%	3%	-25%	-2%	-3	-10%	-32%	Cc1ccc(S(=O)(=O)N2CCNC(=O)CC2)cc1
20%	10%	-1%	-12%	-12%	-6%	-9	4%	3%	Cn1c(N)c(S(=O)(=O)NCc2ccccc2Cl)c(=O)n(C)c1=O
-2%	38%[activator]	?	i	?	32µM*	-4	-4%	4%[0.501 µM]	O=C(OCC(=O)N1CCN(C(=O)c2ccco2)CC1)c1ccccc1NCCO

This is a subset (hit frequency here may not be typical).
